# Source: PubChem BioAssay (Sanford-Burnham Center for Chemical Genomics)
# H9c2 TAG inh – inhibitors of triacylglycerol accumulation; inhibition, % at 12.5 µM; 0.66% of 230,000 active; H9c2 cells, Nile Red lipid (TAG) fluorescence; cells loaded with 200 µM oleic acid;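 active means pattern-corrected inhibition of lipid staining of at least 50% with the nuclear-stain viability signal not falling by more than 50%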;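 further: 0% = DMSO wells and 100% = triacsin C control wells; some results filed as inactive read as strong as hits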
# H9c2 TAG inh DAPI viability – further read-out of H9c2 TAG inh, marked with its call; DAPI nuclei signal change (viability), lower = more cytotoxic, %;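 whole-well DAPI fluorescence read on a plate reader as a viability signal; minus 50 percent equals half of cells still viable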
# An asterisk follows results filed as active. This is a subset; rates above refer to the full screens.
structure	H9c2 TAG inh	H9c2 TAG inh DAPI viability
CCCCNS(=O)(=O)c1ccc2nc(SCC(=O)Nc3cc(C)cc(C)c3)[nH]c2c1	1	-2
CC(C)CNC(=O)COC(=O)c1n[nH]c2ccccc12	11	-7
COC(=O)c1ccccc1OCC(=O)N1CCN(c2ccc(Cl)cc2)CC1	23	-9
Cc1cc(C(=O)CSc2nnc(-c3ccncc3)n2-c2ccccc2)c(C)n1C	4	2
CCOC(=O)c1[nH]c2ccccc2c1NC(=O)Nc1ccc(OC)cc1	13	-4
O=C(NCCCn1ccnc1)C(Cc1ccccc1)N1C(=O)c2ccccc2C1=O (stereo not given)	12	-15
COC(=O)c1ccsc1NC(=O)c1ccccc1	12	1
O=C(NCCCNCc1ccccc1)/C(=N\O)c1ccccc1	22	-25
Cc1cc(C)cc(SCc2noc(C(=O)NCCCN3CCOCC3)c2C(=O)NCCCN2CCOCC2)c1	27	-1
CCc1ccccc1NC(=O)c1cc(S(=O)(=O)N(C)C)ccc1N1CCCC1	-4	-5
CSc1ccc(Cl)c(C(=O)N2CCN(c3ncccn3)CC2)c1	8	-5
CNc1n[nH]c(=S)s1	-12	7
CC1CCN(C2=NC(=O)/C(=C/c3cn(-c4ccccc4)nc3-c3cccc(S(=O)(=O)N(C)C)c3)S2)CC1	21	-10
COC(=O)c1ccc(OCC(=O)NC2CCCCCCC2)cc1	3	1
Cc1cc[n+](CCC(=O)O)c2ccccc12	-5	10
C=CCNC(=S)N1CCN(CCN=CC2=C(O)CC(c3ccc(Cl)cc3)CC2=O)CC1 (stereo not given)	11	3
O=C(/C=C/c1ccc(F)cc1)Nc1cccc(S(=O)(=O)N2CCOCC2)c1	-7	-8
Cc1cccc(OCc2nnc(SCC(=O)N3c4ccccc4CC3C)n2C)c1C (stereo not given)	12	1
Cc1noc(C)c1CSc1nnc(-c2ccccc2)o1	6	-2
COCCn1c(SCC(=O)N2CCCCC2)nc2cccnc21	-1	-11

# The list goes on, starting with the last 2 of the part before.
structure	H9c2 TAG inh	H9c2 TAG inh DAPI viability
Cc1noc(C)c1CSc1nnc(-c2ccccc2)o1	6	-2
COCCn1c(SCC(=O)N2CCCCC2)nc2cccnc21	-1	-11
CCCCNC(=O)COn1nnc2ccc(S(=O)(=O)N3CCOCC3)cc21	-6	2
CCOc1ccc(C2C(C#N)=C(N)Oc3cc(C)[nH]c(=O)c32)cc1OC (stereo not given)	1	3
C[C@@H](C(=O)N1CCNCC1)n1cc(CCC(=O)O)nn1	13	3
OCCN1CCN(c2ncnc3c2ncn3[C@H]2CN(Cc3ccncc3)C[C@@H](CO)O2)CC1	5	-4
O=C(NCCN1CCCCC1)c1cc(Cl)ccc1Cl	10	11
Clc1ccc(-c2nc3ncccn3c2Nc2ccc3c(c2)OCCO3)cc1	5	-1
CCCN=C1CC(C)(C)CC(=O)/C1=C(/O)CCCN1C(=O)c2ccccc2C1=O	-16	5
CS(=O)(=O)N1CCN(c2ccccc2NC(=O)c2cccnc2Cl)CC1	-1	6
CC(C)(C)N(NC(=O)Nc1ccccc1)C(=O)c1ccccc1Cl	-6	-1
CC(C)Nc1nc(NC(C)(C)C)nc(Oc2ccc(=O)n(C)n2)n1	4	3
COc1ccc(C(c2sc3nc(C)nn3c2O)N2CC(C)OC(C)C2)cc1OC (stereo not given)	8	1
CCOc1cccc2sc(N(CCN(C)C)C(=O)CCS(=O)(=O)c3ccccc3)nc12	17	-7
Cc1ccccc1-c1cc2nc(NCc3ccc4occc4c3)n(C)c(=O)c2s1	24	-3
COc1ccccc1NC(=O)C(C)OC(=O)C1COc2ccccc2O1 (stereo not given)	-1	-5
COc1ccc(NC(=O)CN(C)C(=O)c2ccc(COc3ccccc3)cc2)cc1	-6	1
CC1CCN(S(=O)(=O)c2ccc(NC(=S)NC(=O)c3ccc(Cl)cc3)cc2)CC1	7	-7
Cc1sc2ncnc(SCC(=O)N3CCCC(C(N)=O)C3)c2c1C (stereo not given)	-7	1
Cc1csc(NC(=O)Cc2ccc(Br)cc2)n1	-11	5
O=C(Nc1ccc2c(c1)C(=O)NC2=O)c1cc(Cl)ccc1Cl	-8	-7
Clc1ccccc1OCc1nc(-c2ccccn2)no1	-1	-8

# Compound profiles, as listed above.
# `CC1CCN(C2=NC(=O)/C(=C/c3cn(-c4ccccc4)nc3-c3cccc(S(=O)(=O)N(C)C)c3)S2)CC1` is listed as H9c2 TAG inh = 21; H9c2 TAG inh DAPI viability = -10
# `Cc1cccc(OCc2nnc(SCC(=O)N3c4ccccc4CC3C)n2C)c1C` (stereo not given) is listed as H9c2 TAG inh = 12; H9c2 TAG inh DAPI viability = 1

# Next part.
structure	H9c2 TAG inh	H9c2 TAG inh DAPI viability
C[C@]12c3[nH]c4cc(-c5ccco5)ccc4c3CCN1C(=O)[C@@H](CC(=O)NCCc1ccccn1)C[C@@H]2C(=O)N1CCCCC1	4	9
CSc1ncc(CN2CCc3c([nH]c4ccccc34)C2c2cccc(O)c2)cn1 (stereo not given)	-8	17
C=CCN1C(=O)C(CCCC)NC1=S (stereo not given)	-8	9
Cn1c2ccccc2c2n[nH]c(=S)nc21	3	-4
O=C(CSc1ccc(Cl)cc1)OCC(=O)N1CCN(c2ccccc2)CC1	7	1
CCOC(=O)C1(C)CCCN(C(=O)c2ccc(OC)cc2OC)C1 (stereo not given)	-8	1
CCOC(=O)C1(C)CCN1C(=O)c1cc(F)cc(F)c1 (stereo not given)	-16	13
CSc1ccccc1NC(=O)Nc1cccc(Cl)c1C	3	-15
COc1ccc(/C=N\NC(=O)c2ccccc2Br)cc1COc1ccc(F)cc1	-4	-7
Cc1cc(C(=O)NNC(=O)c2cccc([N+](=O)[O-])c2)n[nH]1	-11	48
O=C(NCCNc1ccc(Cl)cc1[N+](=O)[O-])c1ccccc1F	-3	4
O=C(Cn1c(=O)oc2cc(S(=O)(=O)N3CCCC3)ccc21)NCc1ccccn1	2	12
C/C(=N\NC(=O)Cc1ccc(Cl)cc1)c1cccc(NC(=O)c2cccnc2)c1	11	-2
Cc1ccc2cc(CCNC(=O)CC(C)(C)C)c(=O)[nH]c2c1C	2	1
COc1ccc(OC)c(-c2nnc(-c3ccc(C)o3)o2)c1	0	7
Cc1cc(C)c(C(N)=O)c(Nc2ccc(F)cc2)n1	0	-1
CCc1ccc(NC(=O)C(=O)NCC2CCCN2S(=O)(=O)c2cccs2)cc1 (stereo not given)	-11	6
COc1ccccc1N(CC(=O)NCc1ccc(F)cc1)C(=O)CCC(=O)Nc1ccccn1	-7	5
CCOC(=O)N1CCC(NC(=O)c2ccc(CS(=O)(=O)c3ccccc3C)o2)CC1	11	-15
O=C(Nc1ccc(C(=O)O)cc1)/C(=C\c1ccco1)NC(=O)c1ccccc1	-14	3

# (cont.)
structure	H9c2 TAG inh	H9c2 TAG inh DAPI viability
Cc1sc2nc(CSc3ncn[nH]3)[nH]c(=O)c2c1C	1	-8
COc1ccc(CNC(=O)C2CCCC2)cc1	12	-3
c1ccc(CCc2cccnc2)cc1	1	4
Cc1ccccc1-c1csc(C(C)(O)c2ccccc2)n1 (stereo not given)	-3	2
O=C(CCCc1ccccc1)NCc1ccccc1Cl	-3	-10
O=C(CCC(=O)c1cccs1)NC(c1ccccc1)c1ccccc1	13	1
CCN(C[C@H]1N[C@@](C)(C(=O)OC)[C@H]2C(=O)N(C)C(=O)[C@@H]12)C(=O)Nc1ccc(OC)cc1	3	-4
O=[N+]([O-])c1cc2ccccc2nc1-c1ccccc1	-16	4
CCOc1ccccc1N1CCN(C(=O)COc2ccc3c(C)cc(=O)oc3c2)CC1	22	2
CCOC(=O)N1CCN(C(=O)CSc2ccc(-c3ccc(OC)cc3)nn2)CC1	-5	7
CC1=C(C(=O)N(C)C)CC(CC(=O)NCC2CCCCC2)C(=O)N1Cc1ccc(C(C)(C)C)cc1 (stereo not given)	13	5
CCN1CCc2nc(NC(=O)CC(c3ccccc3)c3ccccc3)sc2C1	2	14
COc1ccc2c(c1)C(=O)Nc1cc(Cl)ccc1N2	-4	-1
CCOC(=O)c1cc(C)sc1NC(=O)CN1CCN(C(=O)C2CCCO2)CC1 (stereo not given)	7	-4
COc1ccccc1NC(=O)Nc1nnc([C@H]2C[C@H](O)[C@@H](CO)O2)s1	-4	7
Cn1c(CCNC(=O)c2ccccc2)nc2cc(NC(=O)c3ccco3)ccc21	20	-14
NC(=O)c1ccc(C(F)(F)F)cn1	-14	0
CC(C)CNC(=O)NC(=O)CSc1nc2ccccc2n1CC(C)C	-7	-3
CCCCn1c(=O)[nH]c(=O)c2c1nc(-c1ccc(OCCC)c(OCC)c1)n2CCOC	23	1
CCCCC(=O)Nc1ccc(NC(=O)c2ccc([N+](=O)[O-])cc2)cc1OC	-5	12

# New compounds follow:
structure	H9c2 TAG inh	H9c2 TAG inh DAPI viability
COc1ccc(N=C2NC(=O)/C(=C\C=C\c3ccco3)S2)cc1	2	-1
C/C(=N\Nc1ccc2nncn2n1)c1cccs1	0	11
O=[N+]([O-])c1cccc(-c2nnc3c4ccccc4c4ccccc4n23)c1	4	2
CC1=C(C(=O)N(C)C)CC(CC(=O)NCCCCc2ccccc2)C(=O)N1Cc1ccc(F)cc1 (stereo not given)	-4	4
CC(=O)NC(C)c1nc2ccccc2n1CC(=O)N1C(C)CCCC1C (stereo not given)	19	-9
COc1cc(-c2cccc([C@H]3[C@@H]4C=CC[C@@H](C)[C@@H]4C(=O)N3Cc3ccccc3)c2)cc(OC)c1OC	-11	-9
Cc1cc(C(=O)CSc2nc3ccccc3c(=O)[nH]2)c(C)n1C	-2	-10
O=C(c1ccco1)N1CCN(C(c2ccccc2F)c2nnnn2Cc2cccs2)CC1 (stereo not given)	20	-6
Cc1cc(C(F)(F)F)n2[nH]c(=O)c(N=Nc3ccccc3)c2n1	5	-5
COc1cccc(-c2cnc3c(NC(C)=O)cc(-c4cccc(C(=O)NCCN(C)C)c4)cn23)c1	12	0
Cc1cc(C(=O)N2CCc3c([nH]c4ccccc34)C2c2c(F)cccc2Cl)no1 (stereo not given)	-12	3
O=C(Cc1c(F)cccc1Cl)NCC(=O)OCc1ccccc1	10	-4
COCC(=O)Nc1nc(-c2ccc(C)cc2)c(C)s1	25	5
CCCCCCCCCC(=O)N[C@@H]1c2cc(OC)c(OC)cc2C[C@H]1OCc1ccccc1	2	0
O=C(CN1C(=O)c2ccccc2C1=O)Nc1ccc(S(=O)(=O)N2CCOCC2)cc1	-5	15
CCC(C(=O)Nc1ccc2c(c1)OCCO2)c1ccccc1 (stereo not given)	-10	0
CCCOc1ccc(CSC(=N)N)cc1C(=O)OC	8	6
COc1ccc(NC(=O)c2nc[nH]c2C(=O)N2CCC(C)CC2)cc1	3	-5
CCN(CC(=O)Nc1c(F)cccc1F)C(=O)CCNC(=O)c1ccc([N+](=O)[O-])cc1	-4	6
COc1ccc(OC)c(NC(=O)CN(C)CC(=O)Nc2ccccc2Br)c1	8	-2

# Further structures:
structure	H9c2 TAG inh	H9c2 TAG inh DAPI viability
Cc1ccc(/C=N/NC(=O)Cn2nnc(N)n2)o1	-4	0
COc1ccc(NC(C)=O)cc1NC(=O)c1ccc(C#N)cc1	7	-2
COc1ccccc1CCNC(=O)C(=O)NCC1OCCN1S(=O)(=O)c1cccs1 (stereo not given)	3	-2
C[C@@H]1O[C@@H](O[C@@H]2C(=O)c3c(O)cc(O)cc3O[C@H]2c2ccc(O)c(O)c2)[C@H](O)[C@H](O)[C@H]1O	-6	2
O=S(=O)(Nc1ccncc1Cl)c1ccccc1	-15	5
CCCCC(=O)NC(=S)Nc1cc([N+](=O)[O-])ccc1OC	-36	0
Cc1csc2nnc(N)n12	-7	-12
Cc1ccc(C(=O)NCc2ccc3c(c2)OCO3)c(Cl)c1	3	4
CCN(CC(=O)Nc1ccc(NC(C)=O)cc1)C(=O)c1ccc2c(c1)OCO2	5	-2
CCOc1ccc2nc(SCC(=O)N(C)C)[nH]c2c1	-5	16
O=C(COC(=O)CNC(=O)c1ccccc1)NCCNC(=O)COC(=O)CNC(=O)c1ccccc1	-18	1
COc1ccc(CCC2(C)NC(=O)N(C(C)C(=O)N3c4ccccc4CC3C)C2=O)cc1 (stereo not given)	-13	-5
COc1ccc(-c2cc(NCc3ccccn3)n3ncnc3n2)cc1	-19	-4
COc1cccc(NC(=O)CSc2nc3n[nH]c(C)c3c(=N)n2-c2cccc(OC)c2)c1	47	-25
CC(C)(C)c1cc(Br)c(O)c(N=Nc2ccc(S(=O)(=O)N3CCOCC3)cc2)c1	85*	-15*
COc1ccccc1NC(=O)C(C)NS(=O)(=O)c1ccccc1 (stereo not given)	-9	12
CSc1nc2c(c(=O)[nH]1)C(c1cccc(Br)c1)CC(=O)N2 (stereo not given)	7	5
CCc1cccc(NC(=O)Nc2cccs2)c1	13	8
COC(C[C@H](O)C[C@H](O)COCc1ccccc1)OC	1	4
CSCCNC(=O)C1(C)CCN1C(=O)c1cc(C)n(C)n1 (stereo not given)	3	-1
COc1ccc2c(c1)N(C(=O)CSc1n[nH]c(C)n1)C(C)(C)C=C2C	7	-11
COc1cc(C(=O)NCc2cccs2)ccc1OCc1c(C)noc1C	-1	8
Cc1ccc(-c2n[nH]c(=O)c3ccccc23)cc1S(=O)(=O)N(C)CCO	-3	3

# Part of the list above in another layout:
# Screens in order – H9c2 TAG inh, H9c2 TAG inh DAPI viability
- O=C(COC(=O)CNC(=O)c1ccccc1)NCCNC(=O)COC(=O)CNC(=O)c1ccccc1
→ -18, 1
- O=S(=O)(Nc1ccncc1Cl)c1ccccc1
→ -15, 5
- COC(C[C@H](O)C[C@H](O)COCc1ccccc1)OC
→ 1, 4
- COc1cc(C(=O)NCc2cccs2)ccc1OCc1c(C)noc1C
→ -1, 8
